Bioassay records: PubChem, National Center for Advancing Translational Sciences (NCATS)
POLH inh: DNA polymerase eta (human) inhibition; AID 588591; recombinant Pol eta, fluorescent DNA replication assay; Q9Y253; 390,000 compounds, 1.2% hits; Potency, µM (doses to about 114 µM), inactives show at the top dose activity change, negative = inhibition, usual class: inhibitors; further: on the % scale 0 is the no-effect control and ±100 the full control effect
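Fluorescent replication assay: 50 nM final substrate added after a 15 min room-temperature compound preincubation with 10 nM enzyme. Signal taken at 0 min and again at 10 min.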
Pol beta inh: inhibitors of human DNA polymerase beta | P06746 | Pol beta primer extension/strand displacement, fluorescence kinetic | Potency, µM (titrated, usually from 114 µM), for the others: at the highest dose activity change, negative = inhibition, most hits filed as inhibitors | 340,000 compounds, 1.3% hits; further: on the % scale 0 is the no-effect control and ±100 the full control effect
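Kinetic readout of DNA synthesis with strand displacement by Pol beta. Compound and 10 nM enzyme sit 15 min at room temperature; 50 nM substrate starts the reaction, read immediately and at 10 min.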
G9a inh: blocks human histone lysine methyltransferase G9a | AID 504332 | Q96KQ7 | G9a H3K9 monomethylation, AlphaScreen, 2 h | 350,000 compounds, 8.8% hits | Potency, µM (highest dose often 102 µM), for inactives: top-dose activity, negative = inhibition, most hits filed as inhibitors; further: on the % scale 0 is the no-effect control and ±100 the full control effect; nearly all actives have a fitted effect of over 75% in size
Target sequence (Q96KQ7 913-1193 limits assumed): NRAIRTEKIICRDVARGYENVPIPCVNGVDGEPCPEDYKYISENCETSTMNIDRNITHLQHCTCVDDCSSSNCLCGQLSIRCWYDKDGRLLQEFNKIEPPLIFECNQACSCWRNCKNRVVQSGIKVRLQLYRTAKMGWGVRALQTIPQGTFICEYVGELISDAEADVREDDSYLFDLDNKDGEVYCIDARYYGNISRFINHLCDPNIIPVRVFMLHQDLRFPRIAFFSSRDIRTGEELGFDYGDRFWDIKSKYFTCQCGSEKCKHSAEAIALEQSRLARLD
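AlphaScreen detection with an anti-monomethyl H3K9 antibody quantified product after a 2 h room-temperature reaction containing 500 nM biotinylated H3K9 peptide, 20 µM SAM and 20 nM enzyme, which had been preincubated 15 min with compound.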
Pol kappa inh: blocks human DNA polymerase kappa activity. Q9UBT6. purified Pol kappa, fluorescent DNA synthesis assay, 10 min. Potency, µM (series often up to 107 µM), for the others: at the top dose activity, negative = inhibition, usual class: inhibitors. 400,000 compounds, 0.53% hits; further: on the % scale 0 is the no-effect control and ±100 the full control effect
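Activity was followed as the change in fluorescence between reads at 0 and 10 min after starting the reaction with 50 nM substrate. Beforehand, 10 nM polymerase had been preincubated with compound for 15 min at room temperature.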
APE1 inh: blocks human APE1 abasic DNA cleavage | P27695 | recombinant APE1, TAMRA/BHQ-2 abasic DNA cleavage fluorescence | Potency, µM (doses to about 65.8 µM), for inactives: top-dose activity change, negative = inhibition, most hits filed as inhibitors | 350,000 compounds, 0.35% hits | AID 2517;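 further: plate controls were vehicle for no effect and reference inhibitor for full effect; nearly all actives have a fitted effect of over 55% in size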
Target sequence (P27695 whole entry, looked up): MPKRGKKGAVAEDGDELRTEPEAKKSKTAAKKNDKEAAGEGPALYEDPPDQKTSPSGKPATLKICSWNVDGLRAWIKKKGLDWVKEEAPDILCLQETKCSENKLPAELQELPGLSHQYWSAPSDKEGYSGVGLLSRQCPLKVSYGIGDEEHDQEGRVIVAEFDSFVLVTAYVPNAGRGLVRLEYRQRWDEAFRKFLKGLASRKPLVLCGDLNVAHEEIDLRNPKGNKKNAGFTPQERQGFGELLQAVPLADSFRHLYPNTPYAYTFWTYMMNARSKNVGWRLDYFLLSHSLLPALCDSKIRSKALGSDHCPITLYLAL
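0.75 nM APE1 + cpd, 15 min RT; start w/ 50 nM TAMRA/BHQ-2 THF-abasic dsDNA; kinetic fluor 525/598 nm ×3 reads @60 s; Δ(read3−read1); normalized to DMSO and NSC13755 control wells.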
Anesthetic bind: binds horse apoferritin like a general anesthetic | P02791 | apoferritin/1-aminoanthracene competitive binding, fluorescence | Potency, µM (doses to about 77.5 µM), inactives show at the top dose activity change, negative = displacement, usual class: inhibitors | 350,000 compounds, 0.074% hits | AID 485281; further: on the % scale 0 is the no-effect control and ±100 the full control effect; nearly all actives have a fitted effect of over 20% in size
Target sequence (P02791 2-175 limits assumed): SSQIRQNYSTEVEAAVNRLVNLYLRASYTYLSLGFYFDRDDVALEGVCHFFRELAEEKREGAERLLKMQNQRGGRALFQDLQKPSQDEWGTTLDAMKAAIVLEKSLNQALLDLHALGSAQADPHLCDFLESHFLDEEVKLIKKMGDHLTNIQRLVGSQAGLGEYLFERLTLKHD
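Apoferritin-based anesthetic binding model; compound displacement of fluorescent 1-AMA measured as endpoint fluorescence after 10 minutes at room temperature, scaled to free-ligand and complex controls.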
Pol iota inh: DNA polymerase iota (human) inhibition; AID 588590; Pol iota fluorescent replication assay, 10 min; 390,000 compounds, 1% hits; Potency, µM (doses to about 115 µM), without a hit: at the top dose activity, negative = inhibition, usual class: inhibitors
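Fluorescent replication assay read twice, at 0 min and 10 min after adding 50 nM (final) substrate. Enzyme (10 nM) and compounds were first incubated 15 min at room temperature; enzyme-free buffer wells were negative controls.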
BLM helicase inh: inhibitors of human Bloom syndrome helicase BLM. AID 2528. recombinant BLM DNA unwinding, fluorescence dequenching. 350,000 compounds, 0.2% hits. Potency, µM (doses to about 56.1 µM), for the others: at the top dose activity change, negative = inhibition, most hits filed as inhibitors;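 further: plate controls were vehicle for no effect and no enzyme for full effect; nearly all actives have a fitted effect of over 35% in size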
BAZ2B inh: blocks human BAZ2B. AlphaScreen BAZ2B-H3K14Ac peptide displacement. Potency, µM (titrated, usually from 114 µM), inactives show at the top dose activity change, negative = inhibition, usual class: inhibitors. 360,000 compounds, 4.4% hits. AID 504333; further: on the % scale 0 is the no-effect control and ±100 the full control effect; nearly all actives have a fitted effect of over 60% in size
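Multi-concentration screen (max 110 uM) measuring displacement of acetylated histone H3 peptide from BAZ2B by AlphaScreen, using 50 nM protein, 50 nM peptide and 10 ug/mL streptavidin donor plus Ni-chelate acceptor beads.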
Numbers without * were called inactive; ? = inconclusive; . = not tested or not shown; [ ] = another dose, or the depositor's remark. The call rests on the fitted dose curve; in most records, active means well fitted curve in the direction sought with a large enough effect; inconclusive means small, poorly fitted or top-dose-only effect, or another doubt; inactive means no such curve, though single readings can be large; an effect the other way counts as inactive or inconclusive. Potency means the concentration at half of the fitted maximal effect. Not all compounds are listed; rates above refer to the full screens.

SMILES | POLH inh | Pol beta inh | G9a inh | Pol kappa inh | APE1 inh | Anesthetic bind | Pol iota inh | BLM helicase inh | BAZ2B inh
CCN1CCCC1CN(Cc1cc2c(C)cc(C)cc2[nH]c1=O)C(=O)NC1CCCCC1 (stereo unspecified) | -7% | -7% | -4% | -6% | -1% | ? | 4% | 2% | 2%
O=C(CCS(=O)(=O)c1cc(Br)cc2c1N(C(=O)C1CC1)CC2)N1CCN(c2cccc(Cl)c2)CC1 | 0% | -9% | ? | -12% | . | -2% | -13% | 1% | -2%
CC(C)c1ccc(OCC(=O)NC(=S)Nc2ccc3c4c(cccc24)CC3)cc1 | -10% | 34%[activator] | 21%[59 µM] | -7% | -6% | -14% | 2% | -2% | -2%
CCCn1c(S(=O)(=O)O)nc2ccccc21 | 28µM* | -1% | 50µM* | -8% | -1% | 2% | ? | -1% | -15%
O=C(Nc1ccc(F)c(Cl)c1)c1cccnc1 | -3% | 26% | ? | -12% | 36% | -5% | -2% | 2% | -2%
COc1cc(Cl)c(C)cc1NC(=O)COC(=O)C1=NN(c2ccccc2)C(=O)CC1 | -6% | . | . | -9% | -12% | . | -8% | . | .
COc1cccc(-c2nc(CS(=O)(=O)CC(=O)NCCCN3CC(C)CC(C)C3)c(C)o2)c1 (stereo unspecified) | 4% | 10% | -13% | -2% | 75%[activator] | -17% | 12% | -2% | -16%
Cc1ccccc1-c1nc(CN2CCC(C(=O)NCc3ccco3)CC2)c(C)o1 | 0% | -1% | -44%[59 µM] | -17% | -5% | -13% | 21% | 2% | -33%
O=C(/C=C/c1ccc(F)cc1)Nc1nc2n(n1)C(c1ccc(Cl)cc1)C=C(c1ccccc1)N2 (stereo unspecified) | -15% | 3% | -9%[59 µM] | -2% | . | -5% | 3% | -5% | 5%
Cc1nnsc1SCCNC(=O)Nc1ccc(Cl)cc1 | -17% | 20% | -1% | -11% | 1% | -15% | -4% | -4% | -19%
O=C(Nc1ccccc1)N1CCC2(CC1)CCN(C(=O)c1ccncc1)CC2 | . | . | 3%[12.7 µM] | 1%[60.1 µM] | 2% | . | . | 5% | .
O=C(NN=C1C2CC3CC1CC(Cl)(C3)C2)c1ccccn1 | -16% | -5% | -7% | 4% | 5% | -20% | 9% | -11% | -16%
Cc1c(OCC(=O)N2CCC[C@@H]2C(=O)O)ccc2c3c(c(=O)oc12)CCC3 | 2% | 12% | . | -19% | 1% | -6% | 6% | -3% | 10%[57.1 µM]
CC(=O)NC(=C(Cl)Cl)S(=O)(=O)c1ccccc1 | ? | 13% | 10% | -11% | -4% | -3% | 122%[activator] | -6% | 4%
CC(C)Cc1nnc(NC(=O)CCC(=O)N2CCN(c3ccc(Cl)cc3)CC2)s1 | -16% | 55% | 15% | 1% | 13% | -2% | 22% | -1% | -21%
O=C(COC(=O)c1ccccc1Br)NCc1cccs1 | -14% | . | . | -16% | 4% | . | 18% | . | .
O=C(CN1C(=O)/C(=C\c2cccc(Br)c2)Oc2ccccc21)NCC1CCCO1 (stereo unspecified) | -1% | 2% | 20%[0.0925 µM] | -7% | -21% | -6% | ? | -3% | -1%
O=C(O)C1CC=CCC1C(=O)N1CCCC1 (stereo unspecified) | -11% | 22% | 9% | -4% | -1% | -3% | -2% | 2% | 5%
COc1ccccc1N1CCN(C(=O)CN(c2ccccc2OC)S(=O)(=O)c2ccccc2)CC1 | -4% | 16% | -29%[59 µM] | 1% | -6% | 6% | 6% | -2% | -37%
CC(C)C(=O)NC(C)C(c1cccs1)N1CCOCC1 (stereo unspecified) | -12% | -2% | -4%[12.7 µM] | -4% | 3% | 9% | 21% | -2% | 12%
COC(=O)c1ccccc1NC(=O)/C=C/c1ccco1 | 18µM* | -26% | 5%[59 µM] | 0% | 2% | -7% | ? | -13% | -11%
CC(C)NC(=O)c1nn(-c2ccccc2F)nc1CO | 11% | 46% | -11%[59 µM] | 6% | . | 1% | -22% | 2% | -2%
Cc1ccc(S(=O)(=O)Nc2ccc(-n3c(C)nc4ccccc4c3=O)cc2)cc1 | -18% | . | -14% | 6% | 26% | . | 21% | . | 5%
N#C/C(=C\c1ccc(F)cc1)c1n[nH]c(Cn2cncn2)n1 | -5% | 0% | -1%[2.33 µM] | -8% | -4% | -2% | 2% | -3% | -13%
COc1ccc(C)cc1NC(=O)c1cnc2scc(C)n2c1=O | -6% | -1% | -4% | -8% | 1% | -5% | ? | -6% | -2%
CC(=O)c1ccccc1OCCCCN1CCCCC1 | -9% | -21% | 25µM* | 0% | 28% | -7% | 24% | -6% | ?
CSc1ccc(/C=N/N2CCN(Cc3ccc(C)cc3C)CC2)cc1 | -20% | 36%[activator] | ? | -4% | 2% | -10% | 43%[activator] | -2% | 45µM*
CC(=O)Nc1ccc(SC[C@H](CC(C)C)N2CCN(CC(C)C)CCC2=O)cc1 | -13% | 5% | ? | -4% | 4% | -11% | ? | -2% | -10%
COC(=O)c1c(C)oc2ccc(N(C(=O)c3ccncc3)S(=O)(=O)c3cc(C)ccc3C)cc12 | -8% | -1% | -51%[59 µM] | -3% | . | ? | -6% | -18% | -26%
C/C=C/Cn1c(Br)nc2c1c(=O)n(C)c(=O)n2C | -4% | -16% | -10%[12.7 µM] | -9% | 0% | -2% | 31%[activator] | 2% | 7%
CC(NC(=O)c1ccc(Cl)cc1)c1nnc(SCc2ccc([N+](=O)[O-])cc2)n1C (stereo unspecified) | -15% | 24% | -2%[0.0925 µM] | 3% | 12% | -7% | 33%[activator] | -3% | -10%
CS(=O)(=O)c1ccc(C(=O)Nc2cc(S(C)(=O)=O)ccc2Cl)cc1 | -4% | 2%[57.1 µM] | 45µM* | -16% | 11% | 7% | 16% | 5% | 0%
O=c1[nH]c(N/N=C/c2cc3c(cc2[N+](=O)[O-])OCO3)nc2ccccc12 | -8% | -1% | 18µM* | 3% | 1% | 1% | 8% | -14% | -36%
COc1ccc(C(=O)/C=C/N2CCCCC2)cc1OC | 0% | 7% | -15% | -2%[60.1 µM] | -10% | -23% | -6% | -6% | -9%
O=C(CSc1ccccc1)N(c1ccc(Br)cc1)c1nccs1 | 5% | -3% | 10%[59 µM] | 3% | 16% | 2% | -6% | -6% | 11%
CC(NC(=O)C(NS(=O)(=O)c1cccs1)C(C)C)c1ccc(S(N)(=O)=O)cc1 (stereo unspecified) | 10% | . | 32%[12.7 µM] | -4% | 18% | . | -9% | . | 4%
COc1cc(CNCCc2ccc(S(N)(=O)=O)cc2)ccc1OCc1ccc(Cl)cc1 | 0% | 12% | . | -17% | 12% | ? | 0%[58.9 µM] | 5% | -37%
O=C(Nc1ccc(Br)cc1)c1cc(-c2cccs2)nc2ccccc12 | -18% | -15% | -3%[59 µM] | 9% | . | -1% | 19% | -3% | -13%
Fc1cccc(CN2CCN(Cc3nc(-c4cnccn4)no3)CC2)c1 | -15% | 3% | 2% | -15% | -2% | -6% | 118%[activator] | -1% | -9%
Cc1cc(C)n(C(=O)CCCCCC(=O)n2nc(C)cc2C)n1 | -18% | -3% | -3%[59 µM] | 4% | 6% | 7% | 10% | 0% | 42%[activator]
CCOc1ccc(C(=O)NCc2ccccc2OC)cc1 | -13% | 10% | 0%[59 µM] | 5% | 19% | -4% | -2% | -13% | 3%
CCN(CC)C(=O)CSc1nc2ccccc2c(=O)n1CC | -10% | -14% | 5% | -14% | 5% | -7% | 4% | 0% | 7%
CCNC(=O)c1ccc(-n2nc(C)cc2-c2ccccc2)cc1 | -3% | 36% | -5% | -10% | -2% | -12% | 13% | -2% | 8%
CN(C)CC(O)CN(c1ccccc1)c1ccccc1 (stereo unspecified) | -17% | 1% | 5% | 2% | -1% | -8% | 55%[activator] | 4% | -16%
COCCCN1CC(=O)N2C(c3ccc(C)cc3)c3[nH]c4ccccc4c3C[C@H]2C1=O (stereo partly specified) | -7% | 16% | -7% | -3% | 12% | 1% | 134%[activator] | -7% | -19%
O=S(=O)(c1ccc(Cl)cc1)N1CCC(c2ccncc2)CC1 | -12% | 6% | 6%[59 µM] | -1%[60.1 µM] | . | 2% | 10% | -2% | -1%
FC(F)(F)c1ccccc1NC(=S)NN1CCOCC1 | -7% | -1% | 14% | -2% | 5% | -10% | -5% | -5% | 6%
Cc1cc(N/C=C/C(=O)c2cccs2)ccc1F | -17% | 5% | -5% | -7% | 0% | -16% | 17% | -7% | 27%
Cc1cc(C)c(NC(=O)COC(=O)Cn2nc(-c3ccccc3)oc2=O)c(C)c1 | -6% | . | . | -16% | 18% | . | 22% | . | .
O=C(Nc1cc(N2CCCCC2)ncn1)c1ccccc1 | -7% | 0% | ? | -6% | 0% | -10% | 0% | -9% | ?
CCOc1ccc(C(=O)c2cn(CC(=O)Nc3ccc4c(c3)OCO4)c3ccc(OC)cc3c2=O)cc1 | ? | ? | ? | -4% | . | -9% | 29% | -28% | -21%
COc1cc(C(O)P(=O)(OC2CCCCC2)c2ccc(N(C)C)cc2)cc(OC)c1OC (stereo unspecified) | 5% | 22% | -26% | 0% | 0% | -14% | 9% | 2% | -27%
CCOC(=O)COc1ccc2c(c1)c(C(C)=O)c(C)n2-c1ccccc1 | -3% | 12% | 18% | 3% | 24% | -4% | 64%[activator] | -6% | -3%

Compound profiles (already shown).
`FC(F)(F)c1ccccc1NC(=S)NN1CCOCC1` as listed: POLH inh = -7%; Pol beta inh = -1%; G9a inh = 14%; Pol kappa inh = -2%; APE1 inh = 5%; Anesthetic bind = -10%; Pol iota inh = -5%; BLM helicase inh = -5%; BAZ2B inh = 6%
`CCOc1ccc(C(=O)NCc2ccccc2OC)cc1` as listed: POLH inh = -13%; Pol beta inh = 10%; G9a inh = 0%[59 µM]; Pol kappa inh = 5%; APE1 inh = 19%; Anesthetic bind = -4%; Pol iota inh = -2%; BLM helicase inh = -13%; BAZ2B inh = 3%
`Cc1cc(C)c(NC(=O)COC(=O)Cn2nc(-c3ccccc3)oc2=O)c(C)c1` as listed: POLH inh = -6%; Pol beta inh = .; G9a inh = .; Pol kappa inh = -16%; APE1 inh = 18%; Anesthetic bind = .; Pol iota inh = 22%; BLM helicase inh = .; BAZ2B inh = .
